PfG6PD inh – PfG6PD (Plasmodium falciparum) enzyme inhibition; inhibition, % at 20 µM; AID 504690; PfGluPho enzyme, NADPH resazurin-diaphorase fluorescence; 350,000 compounds, 0.78% hits;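 active means inhibition reaching at least a set limit at 20 µM in the primary screen, cut at about 59% in these data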;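 further: 0% = DMSO wells with substrate and 100% = DMSO wells lacking glucose-6-phosphate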
SENP8 block-1 – blocks the human protease SENP8 | Q96LD8 | purified SENP8, Z-RLRGG-aminoluciferin cleavage, luminescence | inhibition, % at 10 µM | 330,000 compounds, 1.2% hits | AID 2540; in the data active means inhibition above about 50%
SENP8 block-2 – SENP8 (human) protease inhibition; recombinant SENP8, Nedd8 substrate fluorescence; AID 602440; 360,000 compounds, 0.64% hits; inhibition, % at 20 µM; in the data active means inhibition mostly above about 40%, no sharp cut-off; inactive means mostly below about 27%
SENP7 block – SENP7 protease inhibition. recombinant SENP7, Z-RLRGG-aminoluciferin luminescence, 40 min. Q9BQF6. AID 434973. inhibition, % at 5 µM. 330,000 compounds, 1.5% hits;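 active means inhibition above about 50% at the single test dose, limit read from the data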;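 further: plate controls were DMSO with enzyme for no effect and no enzyme buffer wells for full effect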
NLRP3 yeast inh – inhibitors of NALP3 inflammasome in yeast | 330,000 compounds, 0.39% hits | Yeast reconstituted NLRP3/ASC/caspase-1, beta-gal luminescence, 24 h | inhibition, % at 10 µM;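 active means inhibition of 50% or more; inactive means inhibition below 50%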;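 further: plate controls were induced DMSO wells for no effect and uninduced yeast grown without galactose for full effect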
SENP1 inh – blocks the human SENP1 SUMO protease catalytic domain; recombinant SENP1 catalytic domain, CyPet-SUMO1-YPet FRET cleavage; inhibition, % at 10 µM; Q9P0U3; 360,000 compounds, 0.21% hits; AID 624204;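 active means inhibition at least 30% at 10 µM, raw YFP signal under a set limit, fluorescence ratio 0.5 to 1.5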;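 further: 0% = enzyme with DMSO and 100% = no enzyme wells; some results filed as inactive read as strong as hits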
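Material – human SENP1 catalytic domain · Input – SENP1 enzyme, 20 pM final · Compound dosing – single concentration of 10 µM compound, 0.5% DMSO final · Timing – enzyme reaction for 50 min at room temperature, dark · Measured by – FRET fluorescence in CFP and YFP emission channels · Control set – no-enzyme wells low, DMSO-plus-enzyme wells high control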
SENP6 inh – blocks the human protease SENP6. Recombinant SENP6 catalytic domain, aminoluciferin luminescence. inhibition, % at 10 µM. 330,000 compounds, 1.8% hits;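 active means inhibition above about 50% at the single tested dose, limit read from the data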;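 further: plate controls were DMSO wells with enzyme for no effect and DMSO wells lacking enzyme for full effect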
HKDC1 inhibitor – inhibitors of human hexokinase HKDC1 | recombinant HKDC1, G6PDH/diaphorase resazurin coupled fluorescence | inhibition, % at 20 µM | 340,000 compounds, 0.16% hits;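 active means inhibition above about 35% when tested at 20 µM, limit read from the data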;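 further: plate controls were DMSO wells with enzyme for no effect and DMSO wells lacking enzyme for full effect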
Target sequence (Q2TB90 whole entry, looked up): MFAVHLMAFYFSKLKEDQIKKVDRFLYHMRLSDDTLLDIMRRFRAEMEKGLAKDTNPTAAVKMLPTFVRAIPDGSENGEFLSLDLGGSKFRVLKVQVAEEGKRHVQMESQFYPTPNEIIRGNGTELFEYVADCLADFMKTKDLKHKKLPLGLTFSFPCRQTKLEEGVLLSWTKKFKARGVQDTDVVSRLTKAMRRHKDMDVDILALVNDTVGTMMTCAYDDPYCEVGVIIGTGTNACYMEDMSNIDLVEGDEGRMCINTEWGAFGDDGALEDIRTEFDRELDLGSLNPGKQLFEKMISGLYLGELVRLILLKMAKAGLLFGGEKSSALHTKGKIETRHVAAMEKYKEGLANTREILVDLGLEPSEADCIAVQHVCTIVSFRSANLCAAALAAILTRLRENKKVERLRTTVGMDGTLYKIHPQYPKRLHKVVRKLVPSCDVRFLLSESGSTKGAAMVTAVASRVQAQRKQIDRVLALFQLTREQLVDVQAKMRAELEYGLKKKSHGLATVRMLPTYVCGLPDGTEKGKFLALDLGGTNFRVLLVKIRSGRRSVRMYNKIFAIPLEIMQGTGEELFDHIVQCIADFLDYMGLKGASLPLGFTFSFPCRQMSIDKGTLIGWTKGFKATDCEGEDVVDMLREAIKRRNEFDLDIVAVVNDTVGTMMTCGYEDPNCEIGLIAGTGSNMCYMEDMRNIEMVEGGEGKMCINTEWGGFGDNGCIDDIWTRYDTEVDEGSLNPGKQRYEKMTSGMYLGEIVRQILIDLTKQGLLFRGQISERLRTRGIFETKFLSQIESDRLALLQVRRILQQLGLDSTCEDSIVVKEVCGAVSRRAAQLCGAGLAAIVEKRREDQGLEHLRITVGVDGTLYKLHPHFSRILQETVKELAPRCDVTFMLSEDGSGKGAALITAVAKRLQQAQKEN
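Assay system: recombinant HKDC1 hexokinase; detection: coupled resazurin fluorescence, excitation 525 nm, emission 613 nm; benchmarks: DMSO-plus-enzyme-mix negative control, buffer-substituted positive control; compound dosing: single 20 µM dose; schedule: 90 min at room temperature in dark; also added: glucose plus 1 mM ATP as hexokinase substrates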
Apaf1 inhib – human Apaf-1 inhibition | O14727 | reconstituted apoptosome caspase-3 activity, DEVD-Rh110 fluorescence | inhibition, % at 20 µM | 330,000 compounds, 0.71% hits; active means inhibition of at least 40% at 20 µM;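 further: plate controls were DMSO wells for no effect and DEVD-CHO caspase inhibitor wells for full effect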
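Assay system – apoptosome proteins · Medium – Hepes buffer, pH 7.5 · Also added – cytochrome c with DEVD-Rh110 · Timing – 30 min compound preincubation, 50 min activation, room temperature · Detection – Rh110 fluorescence, excitation 480 nm, emission 540 nm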
The depositor's hits bear a star; · = not tested or not shown. Outcome played no part in choosing rows. About 4.1% of those tested had a hit in this group.

mol,PfG6PD inh,SENP8 block-1,SENP8 block-2,SENP7 block,NLRP3 yeast inh,SENP1 inh,SENP6 inh,HKDC1 inhibitor,Apaf1 inhib
Cc1ccc(CNCC(=O)Nc2cccc(S(=O)(=O)NC3=NCCCCC3)c2)cc1,10,-1,3,6,7,2,9,2,5
Nc1nnc(SCC(=O)Nc2cccc(S(=O)(=O)N3CCCCC3)c2)s1,-14,3,-5,4,12,2,-12,-1,1
Cc1ccc(/C=C/C(=O)Nn2cnnc2)cc1,2,-11,5,5,39,3,-19,-1,-6
CCc1ccc(N2CC34C=CC(O3)C(C(=O)OC(C)C)C4C2=O)cc1 (stereo unspecified),12,-11,7,-3,16,-1,2,-4,-2
CC(=O)c1ccc(NC(=O)CC(NCCC2=CCCCC2)C(=O)O)cc1 (stereo unspecified),-4,-4,2,-4,9,-9,-2,13,-12
Cc1cc(C)c2[nH]c(=O)c(CN(CC3CCCO3)C(=S)NCc3ccco3)cc2c1 (stereo unspecified),6,0,-86,9,8,-1,-2,-11,8
CCOc1ccc(NC(=O)Cc2c(C(=O)O)n(C)c3ccccc23)cc1,-11,0,7,-6,3,1,-4,0,3
CCN(C(=O)C1CCCN(c2nc(-c3ccc(OC)cc3)no2)C1)c1ccccc1F (stereo unspecified),27,2,6,6,6,-1,-12,-1,7
O=c1[nH]c(-c2ccccc2)ncc1Oc1ccccc1,14,2,12,2,-2,2,-13,6,-10
CCc1c(C)nc2[nH]nc(NC(=O)C(F)(F)F)n2c1=O,-3,1,26,-15,3,1,-1,-4,2
COC(=O)c1sc(NC(=O)c2csc3c2CCCC3)nc1C,19,3,-27,47,29,-3,1,3,15
O=C(O)CSC(=S)N1CCCC1,0,2,9,5,3,0,-23,-8,-17
Cc1onc(COc2ccccc2O)c1Br,18,-1,2,6,27,-1,-4,-1,7
CC(OC(=O)c1oc2ccccc2c1COc1ccccc1)C(N)=O (stereo unspecified),-4,-6,10,-3,11,2,0,7,5
COCCSc1nnc(NC(=O)C2CC(=O)N(C3CCCC3)C2)s1 (stereo unspecified),-12,8,14,0,11,0,-5,-2,-4
CCCCCN(C(=O)CCC(=O)OCc1ccc(Cl)cc1Cl)c1c(N)n(CCCC)c(=O)[nH]c1=O,-17,14,1,-7,12,2,4,-3,2
CC1CCCN(C(=O)COC(=O)c2cc(Br)ccc2O)C1 (stereo unspecified),-17,-17,-43,-4,22,0,-7,5,2
O=C(CC12CC3CC(CC(Br)(C3)C1)C2)NCc1ccccc1,0,-7,17,-8,-8,-1,9,-4,4
CC(C)(C)N(NS(=O)(=O)c1ccc(F)cc1)c1ccccc1,43,-10,18,-3,7,3,-20,0,-2
COc1ccc(Nc2cc(C(=O)NCCCOC(C)C)c3ccccc3n2)c(OC)c1,6,-14,6,-6,27,0,-9,-2,4
Cc1[nH]c2ccccc2c1-c1csc(NC(=O)CSCC(=O)O)n1,-27,-2,20,8,6,-1,-8,29,-5
COCCNC(=O)CCCn1c(=O)c2cc(OC)c(OC)cc2n(CC(=O)c2ccccc2)c1=O,4,6,5,5,7,0,-17,0,-19
C#CC1(O)CC(C)NCC1(C)CCC#N (stereo unspecified),-9,-3,6,10,10,0,-9,-5,2
COc1ccccc1CNC(=O)c1cc(C(C)C)nc2ccccc12,-17,-4,15,0,-7,1,-28,3,15
COc1cccc(NC(=O)c2cccc(Cl)c2)c1,24,77*,21,77*,36,0,83*,3,-7
Cc1ccc(NC(=O)CCc2nnc3ccc(N4CCN(C)CC4)nn23)cc1F,-1,-1,-14,5,-4,0,9,-5,0
CC1CCCCC12NC(=O)N(CC(=O)NCc1ccccc1)C2=O (stereo unspecified),-7,12,-1,-7,8,1,-7,-2,-7
Cc1cccc(NC(=O)c2ccccn2)c1C,15,-2,5,26,7,3,33,-4,0
COCCCn1c(=O)c2ccccc2n(CC(=O)NC2CCCCC2)c1=O,1,4,5,3,10,0,-2,-7,1
COc1ccc(C(C#N)N2N=C(C)CC2c2ccccc2)cc1OC (stereo unspecified),-16,2,22,3,9,1,15,-2,-14
Cc1ccc(Sc2ncccc2C(N)=O)cc1,-6,-16,30,15,21,0,-7,-4,-10
COc1cccc(/C=C2\SC(=S)N(CCC(=O)Nc3ccc(O)cc3)C2=O)c1,8,4,14,-6,19,1,-8,4,-6
Cc1cc(O)c(Sc2ccccc2)c(=O)o1,12,1,16,-4,-2,1,-9,-2,-6
CC(C)Oc1cccc(C(=O)C2CCCN(Cc3ccc(Oc4ncccn4)cc3)C2)c1 (stereo unspecified),18,3,12,-4,20,0,4,2,-12
O=C(c1ccccc1)c1ccc(OCCCN2CCCCC2)cc1,-21,-1,21,14,-2,0,1,-2,8
CC(C)(C)NC(=O)Nc1ccc(F)c(Cl)c1,17,11,5,-1,10,2,0,-7,6
COc1ccc(P(=O)(COc2ccc([N+](=O)[O-])cc2)c2ccc(OC)cc2)cc1,-2,4,2,-1,7,3,-4,-9,8
Cn1nnnc1Sc1ncnc2scc(-c3cccc(Br)c3)c12,-20,8,6,4,7,-1,8,20,19
CN1C(=O)NC(c2ccccc2Cl)C2=C1CC(C)(C)CC2=O (stereo unspecified),-8,4,10,0,14,1,-17,-4,8
COc1cc(C(=O)OC(C)CN2C(C)CCCC2C)cc(OC)c1OC (stereo unspecified),-8,-2,11,4,14,0,-3,2,-1
COc1ccc(Cn2nnnc2CN2CCOCC2)cc1,-1,3,4,6,4,3,1,-7,-9
CCN1CCCC1CNC(=O)C(=O)NC(C)c1ccccc1 (stereo unspecified),-6,9,16,-12,4,3,9,-5,-11
COC(=O)c1c(C)cc(C)c2c1CC(C)(C)C2=O,-3,2,9,9,28,0,-35,-1,1
COc1ccc2oc(=O)c(-c3nnc(N)s3)cc2c1,-4,-1,-415,16,1,-23,5,7,-5
Cc1c(NC(=O)C2CCCNC2=O)c(=O)n(-c2ccccc2)n1C (stereo unspecified),-5,-7,22,-8,5,1,-5,-1,-1
O=C(N=NC(=O)c1ccc2c(O)n(CC3CCCO3)c(O)c2c1)c1cccnc1 (stereo unspecified),5,-3,15,2,-3,0,0,5,-2
COCCn1c(SCC(=O)Nc2cc(C)on2)nnc1C(C)C,3,0,13,8,5,-2,2,4,-1
COc1ccc(/C(=C/Nc2cccc(Br)c2)C(C)=O)cc1OC,5,6,-2,2,0,-1,-7,-9,16
Cc1ccccc1C(=O)O/N=C(\N)c1ccc([N+](=O)[O-])cc1,-4,1,12,-7,16,0,2,-4,3
COc1ccc2c(c1)NC1(O)c3ccccc3C(=O)C21O (stereo unspecified),1,-1,7,3,10,1,-6,-15,-34
CN1CCN(c2ncc3c(n2)CC(c2ccccc2F)CC3=O)CC1 (stereo unspecified),-2,-5,22,5,-6,2,-12,2,-12
COc1cc(OC)cc(-c2nnc(SCC(=O)Nc3ccc(C(=O)O)cc3)s2)c1,-47,-4,-56,-9,-6,1,3,13,4
O=C(CN1CCOCC1)Nc1ccc(NC(=O)c2ccccc2F)cc1,6,9,5,-4,17,2,-12,-2,-3
Cc1ccc(CCNC(=O)C2CC(c3cccc(F)c3)=NO2)cc1 (stereo unspecified),17,-16,6,7,34,-1,-23,3,-3
Cc1c(Cl)cccc1Nc1nc(N)nc(CSCCO)n1,8,·,9,·,·,0,·,-7,·
COc1cccc(N(C(=O)c2ccn[nH]2)C2(C(=O)Nc3c(C)cccc3C)CCCCC2)c1,-10,3,9,-1,-8,0,-2,-2,18
O=C1OC(c2ccccc2)=N/C1=C\C=C\c1ccco1,10,-5,-12,2,26,-4,-6,5,-4
Cc1nnc(NCc2ccco2)s1,19,-2,19,11,-16,3,5,0,3
N#C/C(=C/c1cn(-c2ccccc2)nc1-c1cccc(OCc2ccc(F)cc2)c1)C(=O)NCCCn1ccnc1,17,-7,-281,1,16,0,-5,-4,44*
CC(=O)OCc1cc(-c2nc3ccccc3[nH]c2=O)nn1-c1ccc(Cl)cc1,-16,-1,-296,12,17,-34,-34,-4,16

More results.
mol,PfG6PD inh,SENP8 block-1,SENP8 block-2,SENP7 block,NLRP3 yeast inh,SENP1 inh,SENP6 inh,HKDC1 inhibitor,Apaf1 inhib
CCOc1ccccc1OCC(=O)Nc1ccc(S(=O)(=O)Nc2nc(C)cc(C)n2)cc1,-4,-5,12,7,12,1,8,-5,18
Cc1cc(Nc2cccc(Cl)n2)n(-c2ccccc2)n1,-13,-2,3,3,13,2,-9,-7,-1
Cc1c(C(=O)NC(=S)Nc2ccc(NC(=O)c3cccs3)cc2)cccc1[N+](=O)[O-],-2,3,22,-12,18,-1,-3,2,12
CCc1ccc(CNC(=O)C2CCCN(c3nn4c(=O)cc(C)nc4s3)C2)cc1 (stereo unspecified),5,-6,-3,-4,12,0,-10,-5,-2
CCC1(C(=O)OC)NC(c2ccco2)C2C(=O)N(c3ccc(F)cc3)C(=O)C21 (stereo unspecified),-13,2,-2,2,10,-4,1,6,-6
CS(=O)(=O)N(CC(=O)NCc1ccco1)c1cccc([N+](=O)[O-])c1,-15,2,7,1,8,0,0,-6,-6
CCOC(=O)c1ccc(/C=C2/C=C(c3ccccc3)N(c3ccc(Cl)c(C(=O)O)c3)C2=O)cc1,-48,10,-102,12,8,-26,26,20,34
Cn1c(=O)c2c(nc(N3CCCCC3)n2CC(O)COc2ccccc2)n(C)c1=O (stereo unspecified),2,-1,18,-3,23,0,-1,-6,2
COC(=O)C1=NN(C(=O)c2ccccc2)C(O)(c2ccc([N+](=O)[O-])cc2)C1 (stereo unspecified),13,1,13,1,32,1,0,-9,-10
COc1ccccc1CC(=O)Nc1cccc2c1CCCC2,-9,5,13,6,13,2,-16,16,0
